Bioassay records (PubChem)
S100A4 MyoIIA: blocks human S100A4 binding to myosin IIA peptide; AID 652163; S100A4/TAMRA-MyoIIA peptide fluorescence polarization; 360,000 compounds, 0.14% hits; P26447; inhibition, % at 10.7 µM;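 active = mean inhibition of at least 70% across replicates, with every replicate also reaching that level; inconclusive = mean inhibition reaches 70% but some replicates fall short; inactive = mean inhibition below 70%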
Target sequence (P26447 whole entry, looked up): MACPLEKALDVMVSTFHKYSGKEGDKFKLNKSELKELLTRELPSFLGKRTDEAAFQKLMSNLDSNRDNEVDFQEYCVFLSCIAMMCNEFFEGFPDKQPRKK
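Test system: S100A4 monomer protein. Medium: HEPES buffer with Ca2+, pH 7.2. Reagent: fluorescent myosin IIA peptide, 5 nM. Compound dosing: single-point compound testing. Timing: 5 min between mix addition and reading. Benchmarks: DMSO neutral and TFP positive wells.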
esBAF inh: inhibitors of esBAF chromatin remodeling in mouse ES cells; Bmi1-luciferase knock-in reporter, 24 h; 100% = twice the neutral-well signal; reporter increase, % at 12.5 µM; 350,000 compounds, 2% hits; in the data active = activation above about 40%; inconclusive = no clear call, values can overlap the other calls;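 note: 0% = median of the plate's neutral control wells and 100% = double that signal; a rise in the Bmi1 reporter signal indicates esBAF inhibition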
ERp5 inh: blocks human ERp5 reductase activity on insulin; 350,000 compounds, 0.05% hits; ERp5 insulin aggregation, absorbance 650 nm, 90 min; inhibition, % at 9.99 µM; Q15084;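 active = mean replicate inhibition above about 25%, with every replicate also reaching it, limit read from the data, passing the limit was not always enough; inconclusive = only one of those two criteria met; inactive = neither criterion met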
E-selectin induc: E-selectin induction on HUVECs | P16581 | HUVEC E-selectin immunofluorescence imaging; normalized: neutral wells 0, TNF-alpha wells 100 | activation, % at 7.58 µM | 260,000 compounds, 0.37% hits;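 active = mean E-selectin-positive cell signal at least 10% of the positive control, reached in at least 60% of replicates, without over 20% cell loss; inconclusive = no rule given, readout overlaps actives, possibly toxicity-flagged; inactive = the rest, including those meeting only one limit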;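 note: in these data hits start at about 27%; measured in HUVEC primary endothelial cells; signal is the percent of cells scored E-selectin positive by PE staining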
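Test system: HUVEC | Signal: Immunofluorescence imaging | Read-out: Percent E-selectin-positive cells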
ERAP1 inh: ERAP1 (human) enzyme inhibition. Q9NZ08. recombinant ERAP1, Leu-AMC fluorescence, 60 min. inhibition, % at 10.7 µM. 340,000 compounds, 0.15% hits. AID 652197;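 active = mean replicate inhibition of at least 30%, or all replicates individually reaching that 30% level; inactive = mean below 30% and not every replicate reaching it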;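 note: 0% = neutral control wells and 100% = L-leucinethiol positive control wells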
Target sequence (Q9NZ08 whole entry, looked up): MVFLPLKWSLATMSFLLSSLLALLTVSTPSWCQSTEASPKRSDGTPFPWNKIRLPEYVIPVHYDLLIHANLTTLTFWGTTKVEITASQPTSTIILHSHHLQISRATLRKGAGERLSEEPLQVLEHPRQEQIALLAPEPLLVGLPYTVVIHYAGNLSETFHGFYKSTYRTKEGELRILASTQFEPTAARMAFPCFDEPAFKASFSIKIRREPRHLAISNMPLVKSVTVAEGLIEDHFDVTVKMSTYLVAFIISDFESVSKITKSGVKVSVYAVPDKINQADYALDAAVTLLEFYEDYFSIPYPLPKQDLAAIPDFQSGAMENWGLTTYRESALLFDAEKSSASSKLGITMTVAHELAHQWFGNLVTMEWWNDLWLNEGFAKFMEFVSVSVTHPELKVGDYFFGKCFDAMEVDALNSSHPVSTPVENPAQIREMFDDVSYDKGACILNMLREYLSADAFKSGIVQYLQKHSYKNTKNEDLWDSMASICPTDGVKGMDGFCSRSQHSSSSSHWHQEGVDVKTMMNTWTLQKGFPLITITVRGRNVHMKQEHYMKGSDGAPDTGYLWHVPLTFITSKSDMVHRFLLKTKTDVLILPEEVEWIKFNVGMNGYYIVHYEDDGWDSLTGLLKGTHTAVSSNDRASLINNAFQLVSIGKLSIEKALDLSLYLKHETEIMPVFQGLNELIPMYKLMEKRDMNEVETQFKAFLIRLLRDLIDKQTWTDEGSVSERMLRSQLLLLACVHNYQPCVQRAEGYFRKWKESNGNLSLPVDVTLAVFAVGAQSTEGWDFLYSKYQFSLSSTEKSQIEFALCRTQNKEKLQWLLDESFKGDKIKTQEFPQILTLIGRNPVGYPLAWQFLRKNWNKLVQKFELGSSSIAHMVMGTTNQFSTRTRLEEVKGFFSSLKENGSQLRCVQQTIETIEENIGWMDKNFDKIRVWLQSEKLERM
XiGFP reactiv: reactivates the inactive X chromosome in mouse fibroblasts | AID 743238 | activation, % at 7.58 µM | XiGFP mouse fibroblasts, % GFP-positive cells imaging, 3 d; cells co-treated with 5-aza-dC sensitizer; scaled so ellipticine positive control = 100% | 360,000 compounds, 0.055% hits;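 active = mean normalized replicate activation at least 10% and every replicate at or above 10%; inconclusive = only one of the two criteria met; inactive = mean below 10% and not all replicates reach 10%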;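 note: 0% = median of on-plate neutral control wells and 100% = ellipticine 6 µM median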
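Assay system – SV40-immortalized XiGFP fibroblast cells, line 68-5-11 · Buffer or medium – DMEM supplemented with 5-aza-dC as sensitizing agent · Dosing – one concentration, pinned · Benchmarks – positive control ellipticine, 6 µM final · Times – 3 days compound exposure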
RAD52 anneal inh: inhibitors of human RAD52 DNA annealing; P43351; recombinant RAD52 DNA annealing, FRET fluorescence; inhibition, % at 18.7 µM; 360,000 compounds, 0.46% hits; AID 651710;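 active = every replicate showing at least 50% inhibition; inconclusive = mean inhibition at least 50% but not in every replicate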
RAD54 branch: inhibitors of human RAD54 branch migration. inhibition, % at 10.4 µM. RAD54 Holliday junction branch migration, FAM/BHQ fluorescence. AID 602329. Q92698. 360,000 compounds, 0.14% hits;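 active = mean normalized replicate activity at least 40 and at least half of replicates scoring 40 or more; inconclusive = only one of the two criteria met; inactive = mean below 40 and under half of replicates reaching 40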;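 note: 0% = median of neutral control wells and 100% = median of positive control wells; inhibitors cause a drop in the FAM fluorescence signal; in these data hits start at about 50%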
Numbers without * were called inactive; i = inactive; u = inconclusive; x = not tested or not shown.

mol	S100A4 MyoIIA	esBAF inh	ERp5 inh	E-selectin induc	ERAP1 inh	XiGFP reactiv	RAD52 anneal inh	RAD54 branch
Cc1ccc(-c2ccc3c(c2)O[C@@H](CN(C)Cc2ccc(C(=O)O)cc2)[C@H](C)CN([C@H](C)CO)S3(=O)=O)cc1	4	-14	u	1.0	-1	-0.4	-7	13
O=C1c2cccc3c(O)ccc(c23)C(=O)N1Cc1ccco1	17	-1	6	2.0	9	0.6	i	-306
O=c1[nH]ncc2c3ccccc3n(Cc3cccc(Cl)c3)c12	-1	x	10	4.8	8	0.0	i	x
CC(C)NC(=O)N1CCCCN2[C@@H](CO)[C@H](c3ccc(C#C[C@H](C)O)cc3)[C@@H]2C1	-5	x	5	0.2	-2	0.0	-3	-7
CCOC(=O)c1ccc(/[N+]([O-])=C/c2ccccc2)cc1	-3	53*	-2	x	6	0.0	0	6
O=C(Nc1ccc(Br)cc1)C1CC=CCC1C(=O)OCC1CCCO1 (configuration not stated)	-8	1	-1	x	-1	x	-19	-7
COC(=O)N[C@H]1CC=C[C@@H]1Cc1cccc(Oc2ccccc2)c1	-23	x	-1	0.0	17	0.0	8	x
CCC(Oc1ccccc1)C(=O)Nc1nnc(S(=O)(=O)N2CCCCC2)s1 (configuration not stated)	-1	2	6	x	2	0.0	-36	13
CCOc1ccc2c(c1)C(c1ccc(C)cc1)=NNC(c1ccc(OC)cc1)=N2	-3	36	1	x	-1	x	-19	-3
COc1ccccc1NC(=O)COc1ccccc1	2	20	1	x	13	x	-3	-3
O=C(CN1C(=O)NC2(CCCCC2)C1=O)N1CCc2ccccc2C1	3	1	-2	4.1	8	0.1	-5	5
COc1ccc(N(C(=O)c2snc(C(N)=O)c2N)C(C(=O)NC2CCCC2)c2cccs2)c(OC)c1 (configuration not stated)	-2	-3	1	x	2	0.0	-15	7
CCOC(=O)C1CCCN(S(=O)(=O)c2c(C)[nH]c(C)c2C(=O)N2CCCC2)C1 (configuration not stated)	1	8	-3	x	1	0.0	-10	13
O=C(C[C@H]1C[C@@H]2c3cc(NC(=O)C4CCOCC4)ccc3O[C@@H]2[C@H](CO)O1)NCC1CC1	12	1	8	-0.1	-2	0.0	-3	2
C[C@@H]1CN([C@@H](C)CO)C(=O)Cc2cc(NS(=O)(=O)c3cccs3)ccc2O[C@@H]1CN(C)C(=O)Nc1ccc2c(c1)OCO2	-6	7	0	-11	4	0.0	9	1
CCN(CC)c1ccc(C=C2SC(=S)NC2=O)cc1	-81	x	-8	0.1	-3	0.0	i	x
Cc1ccc(C(=O)N2CCC(C)CC2)cc1S(=O)(=O)N1CCCCC1	-6	9	2	-0.3	-2	0.0	-9	0
CCOC(=O)c1ccc(NC(=S)NC2CCCC2)cc1	-1	x	2	x	2	-0.1	-3	x
O=C(C[C@H]1C[C@@H]2c3cc(NS(=O)(=O)c4ccccc4)ccc3O[C@@H]2[C@@H](CO)O1)NCC(F)(F)F	12	-3	-2	0.5	1	0.0	-3	-2
C(=C\c1ccccc1)/CSc1ccccn1	-2	x	4	x	11	0.0	-8	x
CC(=O)NC(CCS(C)(=O)=O)C(=O)Nc1cccc(Cl)c1Cl (configuration not stated)	-1	-4	-3	-0.2	4	0.1	-11	1
Cc1ccc(-c2nc3cccnc3s2)cc1NS(C)(=O)=O	4	36	-2	1.8	3	0.0	-35	-6
Cc1ccc(S(=O)(=O)Nc2ccc3c(c2)C(=O)N([C@H](C)CO)C[C@H](C)[C@@H](CN(C)S(=O)(=O)c2ccccc2)O3)cc1	2	-3	11	0.9	3	-1.0	7	0
Cc1ccc(NC(=O)c2ncn(CCCNCC3CCCO3)n2)cc1C (configuration not stated)	6	-5	5	0.1	-1	0.0	-9	4
CCCN1C[C@H](C)[C@@H](OC)CN(C)C(=O)c2ccc(NC(=O)COC)cc2OC[C@H]1C	-2	1	0	0.0	0	-0.1	17	-1
COc1ccc(-c2nc(C(N)=O)c3[nH]c(=O)n(-c4cccc(C)c4)c3n2)c(OC)c1	-6	-9	-2	0.0	2	0.0	-26	12
COc1ccc(S(=O)(=O)Nc2ccc3c(c2)CC(=O)N([C@@H](C)CO)C[C@H](C)[C@H](CN(C)Cc2ccc(Oc4ccccc4)cc2)O3)cc1	10	-2	-4	-0.1	3	-0.3	28	-3
O=C(C1=C(O)C(=O)N(CCN2CCOCC2)C1c1cccs1)c1cc2ccccc2o1 (configuration not stated)	-7	u	-1	4.6	0	0.0	-33	-13
CCOc1ccc2c(S(=O)(=O)O)cccc2c1[N+](=O)[O-]	2	2	-1	0.0	0	0.1	-14	-11
CN(CC(=O)NCc1ccncc1)S(=O)(=O)c1ccc(F)cc1	-1	0	4	x	-1	x	-12	2

A different layout for two compounds above:
Every second line gives: S100A4 MyoIIA | esBAF inh | ERp5 inh | E-selectin induc | ERAP1 inh | XiGFP reactiv | RAD52 anneal inh | RAD54 branch
O=C1c2cccc3c(O)ccc(c23)C(=O)N1Cc1ccco1
  17 | -1 | 6 | 2.0 | 9 | 0.6 | i | -306
O=c1[nH]ncc2c3ccccc3n(Cc3cccc(Cl)c3)c12
  -1 | x | 10 | 4.8 | 8 | 0.0 | i | x

The main list resumes; the five compounds before the break are reprinted first.
mol	S100A4 MyoIIA	esBAF inh	ERp5 inh	E-selectin induc	ERAP1 inh	XiGFP reactiv	RAD52 anneal inh	RAD54 branch
COc1ccc(-c2nc(C(N)=O)c3[nH]c(=O)n(-c4cccc(C)c4)c3n2)c(OC)c1	-6	-9	-2	0.0	2	0.0	-26	12
COc1ccc(S(=O)(=O)Nc2ccc3c(c2)CC(=O)N([C@@H](C)CO)C[C@H](C)[C@H](CN(C)Cc2ccc(Oc4ccccc4)cc2)O3)cc1	10	-2	-4	-0.1	3	-0.3	28	-3
O=C(C1=C(O)C(=O)N(CCN2CCOCC2)C1c1cccs1)c1cc2ccccc2o1 (configuration not stated)	-7	u	-1	4.6	0	0.0	-33	-13
CCOc1ccc2c(S(=O)(=O)O)cccc2c1[N+](=O)[O-]	2	2	-1	0.0	0	0.1	-14	-11
CN(CC(=O)NCc1ccncc1)S(=O)(=O)c1ccc(F)cc1	-1	0	4	x	-1	x	-12	2
CCOc1ccc(C(=O)COC(=O)c2c(-c3ccccc3)noc2C)cc1	-4	x	0	x	3	-0.1	-15	x
CC(Oc1cccc([N+](=O)[O-])c1)C(=O)NCCC1=CCCCC1 (configuration not stated)	-6	3	-6	0.3	0	0.0	-19	-7
CCOC(=O)C1CCCN(C(=O)CCc2nnc(-c3ccc(C(C)=O)s3)o2)C1 (configuration not stated)	3	71*	-4	x	-1	0.0	-13	-13
CCOC(=O)C(=O)NCC(c1cccs1)S(=O)(=O)c1ccc(Cl)cc1 (configuration not stated)	2	-9	2	x	3	0.1	-17	2
C[C@H]1CN([C@@H](C)CO)C(=O)Cc2cc(NS(=O)(=O)c3cn(C)cn3)ccc2O[C@@H]1CN(C)Cc1ccc(-c2ccccc2)cc1	-23	-3	8	0.5	0	-0.8	32	x
O=C(Cn1cc2c(n1)CCCC2)N1CCOCC1	6	-13	-1	-0.1	x	0.3	-19	-3
O=C(Cn1c(=O)c2cccn2c2ccc(F)cc21)N1CCN(c2ccc(F)cc2)CC1	2	-2	-3	x	-4	0.0	7	x
Cc1cc(C)nc(SCc2cn3ccccc3n2)n1	-4	6	0	5.6	3	0.0	-2	-9
C[C@H]1CCCCO[C@@H](CN(C)S(=O)(=O)c2cccs2)[C@@H](C)CN([C@@H](C)CO)C(=O)c2cc(NC(=O)Nc3ccc(F)cc3)ccc2O1	-20	0	-2	0.7	3	-0.1	-24	-3
O=C(COC(=O)CCC(=O)c1ccccc1)Nc1nnc(-c2ccccc2)o1	-4	-1	2	x	2	0.2	-18	4
C[C@@H]1CN([C@H](C)CO)C(=O)c2cccc(NC(=O)Nc3ccc(F)cc3)c2O[C@H]1CN(C)Cc1ccc(C(=O)O)cc1	6	2	1	0.1	1	0.0	-1	3
O=C(CCc1nnc(Cc2ccc3c(c2)OCO3)o1)NC(c1ccccn1)C(F)(F)F (configuration not stated)	3	x	3	x	-1	0.0	-7	-14
CCS(=O)(=O)NCC[C@@H]1CC[C@@H](NC(=O)C2CCC2)[C@H](CO)O1	3	-3	-6	0.5	4	-1.2	-13	3
COc1cccc(-c2cnc3c(NC(C)=O)cc(-c4ccncc4)cn23)c1	8	-1	-4	0.2	2	0.0	1	6
Cc1ccc(C(=O)N/N=C/C=C/c2ccccc2)cc1	2	x	-3	x	1	0.0	-6	x
CCOc1ccc(N2CC(C(=O)Nc3ccccn3)CC2=O)cc1 (configuration not stated)	-3	x	2	0.1	2	0.4	5	x
COC(=O)c1ccccc1CSc1nsc(C)c1C#N	1	-1	2	0.3	0	0.1	-15	1
C[C@@H]1CN([C@@H](C)CO)C(=O)Cc2cc(NC(=O)CCCCCC(=O)Nc3ccccc3N)ccc2O[C@H]1CN(C)S(=O)(=O)c1ccc(F)cc1	6	3	2	1.9	0	-0.1	-14	1
Cc1ccc(C)c(CN2CCC(CNC(=O)Nc3cccc(Cl)c3C)CC2)c1	-5	-6	0	x	-12	-0.1	-16	10
Cc1c(C)c2ccc(OCC(=O)N3CC[C@@]4(O)CCCC[C@H]4C3)c(C)c2oc1=O	-4	-3	6	x	16	x	-13	-6
O=C(O)c1cc(S(=O)(=O)NC(CO)C(O)c2ccc([N+](=O)[O-])cc2)ccc1Br (configuration not stated)	8	-11	4	x	0	0.0	-7	7
C[C@@H]1CN([C@H](C)CO)S(=O)(=O)c2ccc(-c3cncnc3)cc2O[C@H]1CN(C)C(=O)Cc1ccccc1	26	0	-1	1.8	-6	-0.1	11	-10
C[C@@H]1CN([C@H](C)CO)C(=O)c2cccc(NC(=O)C3CCCCC3)c2O[C@H]1CN(C)S(=O)(=O)c1ccccc1	2	0	-3	-0.4	4	0.1	11	-14
COc1ccc(F)cc1S(=O)(=O)NCCN1CCOCC1	10	2	1	-0.1	2	0.3	-10	1
COC(=O)c1sccc1NC(=O)CC1C(=O)NCCN1C(=O)Nc1ccc(F)cc1F (configuration not stated)	-2	-3	6	0.7	-2	0.0	-1	-1
Cn1c(SCC(=O)NC2CC2)nnc1C1CC1	-5	-10	1	-3.9	-3	0.6	-2	-21
CC(C)c1ccc(-n2nc3ccc(N)cc3n2)cc1	-7	-45	0	13	-4	0.0	7	12
CCc1ccc(OCC(=O)N2CC(C(N)=O)Oc3ccccc32)cc1 (configuration not stated)	1	0	5	x	-2	0.1	-15	-13
Cc1cnc(C(=O)OCC(=O)Nc2c(Cl)cc(Cl)cc2Cl)cn1	-8	-6	-9	-0.1	1	0.2	-21	0
